Assay outcomes as filed in PubChem.
Rev-erbA mod – modulators of human Rev-erb alpha DNA binding; actives 0.79% (n = 370,000); Rev-erbα–FITC-DNA binding, fluorescence polarization, 90 min; activity, % at 10 µM; P20393;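 active means activity above about 14%, limit read from the data; passing the limit was not always enough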;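 further: 0% = DMSO wells with 35 nM protein and 100% = DMSO wells with 750 nM protein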
rCAG binder – r(CAG) repeat RNA binding | TO-PRO-1 dye displacement fluorescence | inhibition, % at 3 µM | actives 1.3% (n = 370,000) | AID 651821;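 active means inhibition above the plate cutoff, the mean of all test compounds on that plate plus 3 SD, cut at about 35% in these data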;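 further: 0% = DMSO alone and 100% = 100 µM mitoxantrone as full dye displacement; higher means more dye released from RNA so lower well fluorescence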
HTRA1 inhibitor – blocks human HTRA1 serine peptidase | actives 0.5% (n = 340,000) | recombinant HTRA1, FP-rhodamine activity-based probe, fluorescence polarization | AID 504803 | inhibition, % at 5.96 µM; in the data active means inhibition above about 36%;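 further: 0% = enzyme with DMSO and 100% = wells lacking enzyme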
PG9 binder – binds the HIV-1 gp120 antibody PG9; TR-FRET gp120-PG9 antibody binding; inhibition, % at 6.7 µM; actives 0.43% (n = 360,000); in the data active means inhibition above about 8.5%
SMARCA2 activ – increases SMARCA2 function in MMTV reporter cells; activation, % at 9.1 µM; MG213 cells, MMTV-luciferase reporter, dexamethasone, overnight; actives 1% (n = 370,000); AID 652017; in the data active means activation above about 7.8%;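 further: 0% = vehicle wells and 100% = reference activator wells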
ASAP1 inh – inhibitors of human ASAP1 ArfGAP activity. actives 0.19% (n = 360,000). AID 624377. inhibition, % at 16.5 µM. Q9ULH1. ASAP1-stimulated ARF1 GTP hydrolysis, GDP FP detection; in the data active means inhibition above about 25%;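 further: 0% = vehicle with enzyme and substrate and 100% = no enzyme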
mABHD4 FP – inhibitors of mouse ABHD4; Q8VD66; purified mABHD4, FP-Rh probe fluorescence polarization; inhibition, % at 8.92 µM; actives 0.54% (n = 370,000);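 active means inhibition exceeding the mean over every tested compound plus 3 SD, cut at about 30% in these data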;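 further: 0% = plate median of compound wells and 100% = S159A mutant with DMSO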
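Test system: mABHD4 protein; Read-out basis: % inhibition; Incubation: 45 min + 60 min at 25 °C; Repeats: single replicate; Technique: fluorescence polarization with parallel and perpendicular emission, 525/598 nm; Compound: 8.92 µM, single dose; Benchmarks: full inhibition S159A mutant plus DMSO, zero as sample-well median.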
NPR2 activator – GC-B (human) receptor activation; P20594; HEK293-GC-B cells, CNP EC30, cGMP TR-FRET; 0% at EC30 CNP, 100% saturating CNP; activation, % at 10 µM; actives 0.11% (n = 370,000); AID 1920062;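 active means activation at 10 µM reaching about 35% in either raw or pattern-adjusted values, limit read from the data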
GC-A act – GC-A (human) enzyme activation; P16066; HEK293 GC-A cells, cGMP TR-FRET, EC30 ANP; 0% at EC30 ANP, 100% saturating ANP; activation, % at 10 µM; actives 0.14% (n = 370,000); in the data active means activation above about 40%
Target sequence (P16066 whole entry, looked up): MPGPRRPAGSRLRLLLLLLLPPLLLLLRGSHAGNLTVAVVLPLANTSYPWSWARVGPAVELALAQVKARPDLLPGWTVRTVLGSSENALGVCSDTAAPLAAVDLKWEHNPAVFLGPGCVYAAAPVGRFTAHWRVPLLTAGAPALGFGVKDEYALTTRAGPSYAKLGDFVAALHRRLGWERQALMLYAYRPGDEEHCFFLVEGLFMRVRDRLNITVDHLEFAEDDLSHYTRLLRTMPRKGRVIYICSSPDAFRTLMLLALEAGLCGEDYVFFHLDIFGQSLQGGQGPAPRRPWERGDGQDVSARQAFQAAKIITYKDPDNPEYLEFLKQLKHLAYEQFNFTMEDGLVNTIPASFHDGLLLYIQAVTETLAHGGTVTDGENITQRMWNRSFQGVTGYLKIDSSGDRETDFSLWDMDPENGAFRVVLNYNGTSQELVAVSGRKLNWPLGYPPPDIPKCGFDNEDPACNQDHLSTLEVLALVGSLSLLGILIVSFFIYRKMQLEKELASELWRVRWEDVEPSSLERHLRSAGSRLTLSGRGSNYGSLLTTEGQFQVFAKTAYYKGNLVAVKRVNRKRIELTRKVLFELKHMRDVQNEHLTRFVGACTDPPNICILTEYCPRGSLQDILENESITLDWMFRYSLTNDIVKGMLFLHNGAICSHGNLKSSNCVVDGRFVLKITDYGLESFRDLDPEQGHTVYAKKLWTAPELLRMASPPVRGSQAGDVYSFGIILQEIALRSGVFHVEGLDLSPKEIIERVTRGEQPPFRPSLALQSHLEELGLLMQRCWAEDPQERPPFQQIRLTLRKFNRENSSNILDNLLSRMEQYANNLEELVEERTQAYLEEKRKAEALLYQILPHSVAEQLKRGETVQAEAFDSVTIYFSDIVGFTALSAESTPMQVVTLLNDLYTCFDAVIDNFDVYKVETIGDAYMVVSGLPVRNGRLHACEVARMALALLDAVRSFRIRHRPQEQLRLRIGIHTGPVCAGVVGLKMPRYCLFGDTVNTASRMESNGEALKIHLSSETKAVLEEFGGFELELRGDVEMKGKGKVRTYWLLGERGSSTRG
ARFGAP1 inhibitor – rat ARFGAP1 inhibition; Q62848; Arfgap1-stimulated ARF1 GTP hydrolysis, GDP FP detection; inhibition, % at 16.5 µM; actives 0.26% (n = 360,000);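 active means inhibition above a per-plate limit, mean inhibition of low control wells plus 3 SD, cut at about 25% in these data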;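 further: 0% = DMSO wells with enzyme and 100% = wells lacking Arfgap1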
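System: truncated rat Arfgap1 GAP domain / Benchmarks: high control wells lacking Arfgap1, low control full reaction with DMSO / Times: compound-enzyme preincubation 20 min, reaction 120 min, detection 60 min, 25 °C / Repeats: one replicate per compound / Also added: human ARF1(Δ1-17)-GTP substrate / Measured by: Tracer-displacement fluorescence polarization with EDTA stop, 620/688 nm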
Starred values were filed as active, the others as inactive; . = no result given.

SMILES | Rev-erbA mod | rCAG binder | HTRA1 inhibitor | PG9 binder | SMARCA2 activ | ASAP1 inh | mABHD4 FP | NPR2 activator | GC-A act | ARFGAP1 inhibitor
COCc1c(C(=O)N/N=C(\C)c2ccc(Cl)s2)nnn1-c1nonc1N | 4 | 2 | 10 | -1.3 | -4 | 2 | -1 | -1 | 0 | 9
Cc1nn(-c2ccc(C(=O)NCC(c3ccco3)N3CCCC3)cc2)c(C)c1Cl (centres undefined) | -1 | 0 | 0 | -1.1 | -1 | 1 | 5 | 0 | 0 | 5
O=C1CSC(=Nc2ccccc2)N1 | 3 | -3 | 2 | 0.3 | -4 | 8 | 1 | 6 | -4 | 7
O=C1CCCc2c1[nH]c1ccc(Br)cc21 | 2 | 1 | -11 | -0.5 | -2 | -8 | -3 | 13 | 8 | 1
CN(C(=O)Cn1nnc(-c2cccc(C(F)(F)F)c2)n1)C1CCCCC1 | 3 | -4 | -2 | -0.7 | -1 | 3 | 2 | 3 | 3 | 2
CCOc1ccc(/C(O)=C2/C(=O)C(=O)N(CCOCCO)C2c2ccccn2)cc1 (centres undefined) | 8 | -1 | 1 | 1.4 | 8.6* | 8 | 0 | 5 | 7 | -1
CC(C)(C)c1ccc(COC(=O)Nc2ccc(F)cc2)cc1 | -2 | -2 | -5 | -1.7 | 0 | -5 | -3 | 0 | -1 | 12
CCN(c1ccccc1)S(=O)(=O)c1ccc(C(=O)NCCc2ccc(S(N)(=O)=O)cc2)cc1 | -2 | 4 | -2 | -0.2 | -1 | 6 | 0 | 1 | -1 | 3
CCN(CC)CP(=O)(c1ccccc1)c1ccccc1 | 2 | 1 | 2 | -0.5 | 0 | 6 | 4 | -9 | 2 | 0
COc1ccc(OCCSCc2nnc(NC(=O)Nc3ccc(Cl)cc3)s2)cc1 | 7 | 12 | -5 | -1.5 | -4 | -12 | -15 | 2 | 3 | -5
O=c1cc2ncc(-c3[nH]ncc3[N+](=O)[O-])cn2[nH]1 | 2 | 14 | 3 | -1.1 | -1 | -12 | 16 | 0 | -2 | 3
CCOc1ccc(C(=O)c2nc3c(n2O)CCCCC3)cc1 | 4 | -2 | -6 | -0.6 | -2 | -7 | 1 | -2 | -1 | 4
Cc1ccccc1N=Cc1ccc[nH]1 | 6 | -2 | 1 | -2.2 | 4 | 2 | -5 | 3 | 0 | 3
N#C/C(=C\c1ccc(F)c(Cl)c1)S(=O)(=O)c1ccccn1 | 5 | -2 | 2 | -1.6 | 1 | 1 | 2 | -2 | 2 | -2
O=c1cc(N2CCN(Cc3ccccc3)CC2)[nH]c(=O)n1Cc1ccc(F)cc1 | 6 | -2 | 1 | -0.5 | -2 | -13 | 5 | 0 | 0 | 11

Single values from the list.
Rev-erbA mod result of CCN(c1ccccc1)S(=O)(=O)c1ccc(C(=O)NCCc2ccc(S(N)(=O)=O)cc2)cc1 → -2
mABHD4 FP result of N#C/C(=C\c1ccc(F)c(Cl)c1)S(=O)(=O)c1ccccn1 → 2
ARFGAP1 inhibitor result of O=C1CSC(=Nc2ccccc2)N1 → 7

SMARCA2 activ, entries above that show a hit
| Molecule | Rev-erbA mod | HTRA1 inhibitor | PG9 binder | SMARCA2 activ | ASAP1 inh | mABHD4 FP | NPR2 activator | GC-A act | ARFGAP1 inhibitor |
| --- | --- | --- | --- | --- | --- | --- | --- | --- | --- |
| CCOc1ccc(/C(O)=C2/C(=O)C(=O)N(CCOCCO)C2c2ccccn2)cc1 (centres undefined) | 8 | 1 | 1.4 | 8.6* | 8 | 0 | 5 | 7 | -1 |

The list goes on:
SMILES | Rev-erbA mod | rCAG binder | HTRA1 inhibitor | PG9 binder | SMARCA2 activ | ASAP1 inh | mABHD4 FP | NPR2 activator | GC-A act | ARFGAP1 inhibitor
COc1cc(OC)c(-n2c(C)cc(C=O)c2C)cc1Cl | 1 | -4 | -10 | 0.8 | -2 | 7 | -3 | -3 | -4 | -4
CCc1ccc(CNC(=O)c2nn(C)c3c2CS(=O)(=O)c2ccccc2-3)cc1 | -6 | -3 | -13 | -1.3 | 1 | 10 | 0 | -1 | 2 | 0
O=C(O)C1CCN(Cc2cnn(-c3ccccc3)c2-n2cccc2)CC1 | 0 | 2 | -25 | -1.0 | -2 | -1 | 2 | 2 | 1 | 13
COCCNC(=O)C1(C)CCCN(C(=O)c2ccc(OC)c(OC)c2)C1 (centres undefined) | -4 | 2 | . | -0.1 | 2 | -2 | 1 | 1 | 2 | -4
O=C(O)CC(NCc1ccco1)C(=O)OCCCl (centres undefined) | -5 | 3 | -1 | -1.6 | -3 | -7 | 1 | 3 | 2 | 0
O=C(NCC1CCCO1)c1cc(-c2ccccc2)on1 (centres undefined) | -2 | 0 | 4 | -1.8 | 1 | 0 | -5 | -2 | 8 | 11
CCOc1ccc(CCNC(=O)Cc2ccccc2)cc1OCC | -8 | . | . | . | . | . | 7 | 2 | -2 | .
CCCCNS(=O)(=O)CC1NCc2ccc(C)cc21 (centres undefined) | -4 | 6 | . | . | -4 | . | 0 | -4 | -2 | .
COc1ccc(N2C(=O)CN=C2Nc2nc(C)cc(C)n2)cc1OC | 3 | 7 | 6 | -2.3 | -1 | -5 | -1 | 1 | 0 | 0
Cn1c2ccccc2n2c(=O)c(=O)n(CC(=O)c3ccc(F)cc3)nc12 | 6 | 0 | 9 | -1.4 | -3 | -2 | 5 | -1 | 2 | -5
Clc1ccccc1CNCC1CCCO1 (centres undefined) | 0 | -1 | 2 | -2.9 | -2 | 1 | -1 | -2 | -1 | -2
NS(=O)(=O)c1ccc(CNC(=O)c2ccc(NS(=O)(=O)c3ccc4[nH]c(=O)[nH]c4c3)cc2)cc1 | -9 | 2 | 3 | 2.2 | -3 | -2 | -6 | 0 | -1 | -2
Cc1cccc(-n2ccnc2CN2CCC(CO)(Cc3ccccc3)CC2)c1 | 0 | -4 | -2 | -1.1 | 4 | -5 | -5 | -3 | -2 | 5
CCOc1ccccc1OCc1nn2c(COc3ccccc3)nnc2s1 | 2 | -5 | -2 | 0.2 | -1 | -1 | 2 | 5 | 4 | 1
Cc1sc2nc(CSc3ccccc3)nc(N3CCOCC3)c2c1C | 11 | -3 | -11 | -0.8 | -3 | -1 | -9 | 0 | 2 | -7
CCN(CC)CCN(Cc1cc2cc3c(cc2[nH]c1=O)OCCO3)C(=S)NC | 3 | -3 | 7 | -0.6 | 0 | 0 | 6 | 2 | 5 | 1
C#CCNC(=O)C[C@@H]1C[C@@]2(C(=O)OC)CCCCC=C2N(Cc2ccccc2)C1=O | 6 | 1 | . | -0.8 | -1 | 6 | 5 | 3 | -3 | -9
CS(=O)(=O)c1ccc(C(=O)Nc2ccc(N3CCCCC3)cc2)c(Cl)c1 | 8 | -4 | 2 | -2.7 | -3 | -4 | -1 | 1 | 6 | 6
COc1ccccc1N1CCN(C(=O)CCn2c(=O)[nH]c3ccsc3c2=O)CC1 | 1 | -3 | 2 | -2.5 | -2 | 0 | -2 | -9 | -4 | 1
S=C1NCCN1CC1CCN(CCC23CC4CC(CC(C4)C2)C3)CC1 | 4 | -1 | 5 | -0.9 | -4 | 9 | -1 | -1 | -2 | -8
CCCC[C@@H]1CCCO[C@@](C(=O)NCc2ccc(C)o2)(C(F)(F)F)C1 | 2 | -3 | -1 | 0.3 | 2 | 8 | 7 | 5 | 1 | -3
NS(=O)(=O)c1cccc(NC(=O)COC(=O)Cc2ccc(S(=O)(=O)N3CCCCC3)s2)c1 | 0 | 21 | -17 | -1.3 | 1 | 12 | 0 | -2 | -1 | -3
O=C(/C=C/Nc1ccc(F)cc1F)c1cccs1 | 4 | 2 | -11 | 0.1 | 7 | -7 | -1 | -7 | 6 | 2
O=c1c(Cc2ccc(Cl)cc2Cl)c(O)ccn1CC(F)(F)F | 7 | -2 | 12 | 0.0 | -3 | -8 | -5 | -8 | -2 | 4
CCC(=O)n1nc(-c2cccnc2)nc1NCc1ccc(OC)cc1 | -2 | -7 | 1 | -0.1 | 2 | 11 | 4 | 5 | 7 | 8
CCCOc1ccc(-c2cnc(N)s2)cc1 | -4 | 2 | -2 | -1.7 | 13* | -3 | 3 | -1 | 3 | 9
CCOc1ccc(Cl)cc1-c1cc(C(=O)NCc2cccs2)[nH]n1 | -3 | 2 | . | 0.1 | -1 | 1 | -31 | 16 | 26 | 4
COc1ccc(CNC(=O)C2CCN(C(=O)c3cccc(Cl)c3)CC2)cc1 | 12 | -6 | -4 | -2.1 | -1 | 0 | -2 | 3 | 1 | 7
Clc1ccc(-c2nc3ccccc3nc2-c2ccccc2)cc1 | 2 | 0 | -13 | -1.1 | -1 | -1 | 2 | -2 | 0 | 2
CCCc1c(C(=O)N/N=C/c2ccco2)nnn1-c1nonc1N | 7 | -1 | -2 | -1.1 | -1 | -2 | 0 | -3 | 6 | 6
O=C(c1cccc(OCc2ccccc2)c1)N1CCOCC1 | 1 | . | -7 | . | . | . | . | 6 | 4 | .
O=C(Nc1ccc(CN2CCOCC2)cc1)c1ccccc1F | -4 | 0 | 7 | 3.4 | 2 | 10 | 4 | -2 | -1 | 2
CCOc1ccc(S(=O)(=O)NC(C)C(=O)NCc2ccncc2)cc1 (centres undefined) | 6 | -2 | 3 | -1.3 | -2 | -4 | 5 | 4 | 0 | 5
CNC(=O)c1ccc(NC(=O)Nc2ccccc2)cc1 | 4 | 0 | 3 | -1.4 | -1 | -6 | -4 | 0 | 6 | 8
CCN(CC)c1ccc(NC(=O)c2ccc(=O)[nH]c2)cc1S(=O)(=O)Nc1ccccc1OC | -1 | 14 | -39 | -2.1 | -4 | -1 | -15 | 3 | 1 | 3
CC(=O)Nc1ccc(S(=O)(=O)Nc2nc(C)nc3sc4c(c23)CCC4)cc1 | -1 | 9 | 3 | 1.4 | -1 | 12 | -5 | 0 | 0 | 5
N#Cc1ccc(C(=O)Nc2nnc(-c3cccs3)o2)cc1 | 1 | 3 | 8 | -0.5 | 0 | -2 | 2 | -9 | -1 | 2
Cc1cc(C(=O)CCC(=O)NC(C)c2ccc(S(N)(=O)=O)cc2)c(C)s1 (centres undefined) | -3 | 4 | -3 | -1.8 | 3 | -3 | -2 | -4 | -2 | -6
O=C(Nc1ccc(Cn2nnc3ccccc32)cc1)c1ccco1 | -3 | -3 | -2 | -1.0 | -6 | 3 | -10 | 5 | 4 | 5
Cc1ccc(C(=O)NC(C)c2ccc(-n3ccnc3)cc2)c(C)c1 (centres undefined) | -1 | -4 | -1 | -1.0 | 1 | 1 | 2 | -1 | -2 | 10
O=C(CCSc1nnc(-c2ccncc2)o1)Nc1cccc2ccccc12 | 3 | 1 | 0 | 1.0 | 1 | 11 | -2 | -2 | -5 | -6

Four entries drawn at random from those above, as already listed:
SMILES | Rev-erbA mod | rCAG binder | HTRA1 inhibitor | PG9 binder | SMARCA2 activ | ASAP1 inh | mABHD4 FP | NPR2 activator | GC-A act | ARFGAP1 inhibitor
O=C(Nc1ccc(Cn2nnc3ccccc32)cc1)c1ccco1 | -3 | -3 | -2 | -1.0 | -6 | 3 | -10 | 5 | 4 | 5
CCOc1ccc(S(=O)(=O)NC(C)C(=O)NCc2ccncc2)cc1 (centres undefined) | 6 | -2 | 3 | -1.3 | -2 | -4 | 5 | 4 | 0 | 5
CNC(=O)c1ccc(NC(=O)Nc2ccccc2)cc1 | 4 | 0 | 3 | -1.4 | -1 | -6 | -4 | 0 | 6 | 8
CCN(CC)c1ccc(NC(=O)c2ccc(=O)[nH]c2)cc1S(=O)(=O)Nc1ccccc1OC | -1 | 14 | -39 | -2.1 | -4 | -1 | -15 | 3 | 1 | 3
